Bioassay records: PubChem BioAssay, several laboratories
GPR35 arrestin U2OS = GPR35 antagonists blocking zaprinast-driven arrestin recruitment, primary screen, imaging, U2OS, beta-arrestin-GFP, zaprinast agonist (AID 2058) | U2OS GPR35 beta-arrestin-GFP translocation imaging, zaprinast antagonism; higher % means a stronger effect | inhibition, % at 10 µM; hits with a dose series show IC50 in µM | actives 0.052% (n = 290,000);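 active means inhibition of at least 50% with at least 30 cells and total cytoplasm GFP at most 10,000,000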
GPR55 LPI antagonism = inhibition of LPI-stimulated GPR55 beta-arrestin translocation – imaging, U2OS, beta-arrestin-GFP, LPI agonist, primary screen (AID 2013); U2OS GPR55 beta-arrestin-GFP translocation imaging, LPI antagonism; higher % means a stronger effect; inhibition, % at 10 µM; hits with a dose series show IC50 in µM; actives 0.13% (n = 290,000);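 active means spots per cell inhibited over 60%, with over 100 cells counted and total cytoplasm intensity under 500,000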;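 further: U2OS cells stably carrying GPR55 and arrestin-GFP stimulated by 5 µM LPI near EC80; imaged beta-arrestin-GFP aggregate spots per cell after agonist stimulation; plate controls were LPI-stimulated DMSO wells for no effect and DMSO wells without LPI for full effect; some results filed as inactive read as strong as hits; confirmed hits need IC50 under 10 µM and bright autofluorescent wells are also inconclusive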
Myeloid diff 2 = myeloid differentiation induction; AID 624256; calls only at 10 µM; actives 1% (n = 360,000); ER-HoxA9 myeloid progenitors, lysozyme-GFP differentiation, flow cytometry;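 active means normalized GFP-positive differentiation at or above the plate's own cutoff, the solvent-only control mean plus 3 SD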;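 further: cells exposed to compound for four days before flow analysis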
PhoP inhibition = PhoP-dependent GFP reporter repression – Salmonella Typhimurium, primary screen (AID 1863). S. Typhimurium PhoP-regulated promoter GFP reporter, 4 h; higher % means a stronger effect. one-dose inhibition, % at 50 µM; IC50 in µM for titrated hits. actives 0.16% (n = 300,000);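 active means inhibition over 29.93%, a cutoff 3 SD above the screen mean, later confirmed by dose response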;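 further: 0% = low Mg2+ inducing control and 100% = high Mg2+ repressing control; strong numbers were not always called active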
LYP phosphatase = inhibitors of LYP phosphatase, biochemical, fluorescence intensity, uHTS (AID 1779). recombinant LYP phosphatase, fluorescence intensity; higher % means a stronger effect. inhibition, % at 11.5 µM, or IC50 in µM where a hit was titrated. actives 0.054% (n = 290,000); in the data active means inhibition above about 50%;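 further: plate controls were vehicle with enzyme for no effect and no enzyme for full effect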
HIV fusion peptide = cell-free HIV fusion peptide-binding blockers – biochemical, uHTS, fluorescence dequenching, primary screen (AID 1986) | actives 0.3% (n = 290,000) | one-dose inhibition, % at 20 µM; IC50 in µM for titrated hits | cell-free peptide binding, fluorescence dequenching, 30 min; higher % means a stronger effect; in the data active means inhibition mostly above about 52%, no sharp cut-off; inactive means mostly below about 76%; further: some results filed as inactive read as strong as hits
MgcRacGAP inhibition = MgcRacGAP GTPase-activating activity inhibitors, confirmation, biochemical, ADP Hunter fluorescence; inhibition, % at 30 µM; hits with a dose series show IC50 in µM; MgcRacGAP-stimulated Rac1 GTP hydrolysis, ADP Hunter fluorescence; higher % means a stronger effect; GST-tagged Rac1 F28L mutant substrate; actives 0.6% (n = 340,000);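 active means first-screen hits whose inhibition reached a set limit at any dose in the follow-up dose series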;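 further: fluorescence reports GDP produced by GAP-driven GTP hydrolysis; strong numbers were not always called active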
SIAH1 antagonists = blockers of Siah-1 interaction with plectin peptide – biochemical, fluorescence polarization, rhodamine-plectin, uHTS, primary screen (AID 1817); Siah-1 / rhodamine-plectin peptide fluorescence polarization; higher % means a stronger effect; displacement, % at 20 µM, or IC50 in µM where a hit was titrated; actives 0.02% (n = 290,000);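 active means displacement of at least 50% at 20 µM, with a fluorescence ratio check between 0.3 and a set limit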;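 further: plate controls were Siah plus tracer with DMSO for no effect and tracer alone without Siah for full effect; strong numbers were not always called active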
NTR1 ag = agonists of NTR1, primary screen, imaging, U2OS cells, beta-arrestin-GFP, high content (AID 493036); activation, % at 20 µM; P30989; NTR1-U2OS beta-arrestin-GFP spot imaging, agonist mode; actives 0.17% (n = 330,000);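 active means activation at or above 40% of the spot to cytoplasm intensity ratio, with at least 20 cells analyzed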;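 further: 0% = DMSO without peptide and 100% = 100 nM NTR1 peptide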
Target sequence (P30989 whole entry, looked up): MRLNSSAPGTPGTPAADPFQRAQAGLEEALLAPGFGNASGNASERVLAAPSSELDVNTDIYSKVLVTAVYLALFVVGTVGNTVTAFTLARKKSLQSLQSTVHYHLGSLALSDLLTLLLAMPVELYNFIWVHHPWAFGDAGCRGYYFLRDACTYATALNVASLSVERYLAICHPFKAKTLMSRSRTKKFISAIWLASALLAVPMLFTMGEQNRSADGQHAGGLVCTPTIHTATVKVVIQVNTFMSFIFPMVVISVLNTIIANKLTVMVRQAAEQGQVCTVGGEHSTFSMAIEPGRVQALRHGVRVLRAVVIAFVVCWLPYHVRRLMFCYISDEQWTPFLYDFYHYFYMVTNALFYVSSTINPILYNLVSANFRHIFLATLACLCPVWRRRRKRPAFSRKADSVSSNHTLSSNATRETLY
NTR1 ag cell count 20 µM = also measured in NTR1 ag; calls as there; cell count; measured here: cell count, cytotoxicity flag
Myeloid diff 2 GFP+ MAC1+ % = recorded beside Myeloid diff 2, whose call it bears; GFP+ MAC1+ double positive, %; measured here: differentiation confirmed by MAC1 staining
An asterisk follows results filed as active; i = inactive; nt = no result given; + = active, no number.

Structure,GPR35 arrestin U2OS,GPR55 LPI antagonism,Myeloid diff 2,Myeloid diff 2 GFP+ MAC1+ %,PhoP inhibition,LYP phosphatase,HIV fusion peptide,MgcRacGAP inhibition,SIAH1 antagonists,NTR1 ag,NTR1 ag cell count 20 µM
COc1ccc(CC(=O)NCc2nnc(SCC(=O)Nc3nccs3)n2C)cc1,4%,-1%,i,0.9,5%,-3%,-0.3%,-5%,2%,-0.6,44
CC12CN(NC(=O)c3ccccc3F)C3(C#N)CC1CCC23C (centres undefined),6%,1%,i,0.4,6%,-8%,-1.0%,-4%,-2%,1.6,57
C/C(=N\NC(=O)c1nnn(-c2nonc2N)c1-c1ccc2c(c1)OCO2)c1ccc(F)cc1,-5%,2%,i,3.0,-9%,-4%,1.6%,10%,4%,1.2,59
Cc1cc(NC(=O)C2CCCN2C(=O)Nc2cccc(Cl)c2)ccc1-n1cnnn1 (centres undefined),6%,12%,i,0.3,0%,-3%,-1.2%,4%,5%,0.1,53
CCOC(=O)CN(c1cccc(C(C)=O)c1)S(C)(=O)=O,-6%,-8%,i,6.3,8%,-2%,0.4%,2%,0%,1.8,84
O=C(Nc1cccc(C(=O)O)c1)/C(=C\c1ccc2c(c1)OCO2)NC(=O)c1ccccc1Cl,-2%,-2%,i,0.4,-3%,-5%,3.8%,3%,4%,1.2,59
O=C(Cn1cnc2c(nnn2Cc2ccc(F)cc2)c1=O)NCc1ccco1,-4%,-6%,i,5.3,-15%,-7%,5.4%,6%,14%,-0.1,49
CCCCCC1CCC(C(=O)N2CCOCC2)CC1 (centres undefined),-8%,-1%,i,0.7,4%,-13%,-1.6%,13%,-3%,-0.2,52
COc1ccc(/C=N\N2CCN(Cc3ccccc3Cl)CC2)cc1,11%,-7%,i,0.4,2%,-3%,-1.8%,8%,-4%,0.8,68
Nn1c(SCC(=O)Nc2nccs2)nnc1C1CC1,0%,9%,i,0.9,-4%,-13%,0.3%,14%,2%,-0.7,50
CCOC(=O)c1cnc(SCC(=O)NCc2ccco2)nc1N,-1%,-6%,i,0.8,0%,4%,0.8%,4%,2%,0.8,78
CCc1ccccc1NC(=S)N(CCN1CCCCCC1)Cc1ccco1,-5%,10%,i,0.6,-2%,-4%,0.6%,8%,11%,2.3,67
COc1ccc(CN(C(=O)CSc2nnc(-c3ccc(F)cc3)o2)c2ccc(F)cc2)cc1,8%,12%,i,7.4,-4%,0%,-1.8%,7%,3%,2.2,49
CCOc1ccc(-n2c(=O)c3sccc3n(CC(=O)NCC3CCCO3)c2=O)cc1 (centres undefined),15%,-7%,i,1.5,4%,-10%,-1.0%,7%,3%,0.4,50
CC(=O)[C@@H]1[C@@H](C(=O)c2ccc(F)cc2)[C@]2(C(=O)Nc3ccccc32)[C@H]2C=Cc3cc(F)ccc3N12,-10%,6%,i,0.5,1%,2%,-0.2%,-1%,-2%,0.9,56
CN1CCCN(c2ncnc3scc(-c4ccc(F)cc4)c23)CC1,-16%,8%,i,0.3,7%,-6%,0.9%,10%,4%,-1.6,73
COc1ccc(C2C3=C(CC(C)(C)CC3=O)Oc3ncn(Cc4ccccc4)c(=N)c32)cc1 (centres undefined),-1%,8%,i,1.4,-6%,-8%,1.5%,3%,2%,0.9,60
Cc1[nH]c2ccccc2c1SCCNC(=O)c1ccc(Br)o1,-2%,13%,i,2.6,-2%,-3%,-1.5%,8%,-5%,4.4,35
CN(C)c1ccnc(SCc2ccccc2Cl)c1C#N,1%,42%,i,2.3,4%,-4%,-0.7%,-6%,7%,4.6,72
CCOC(=O)c1[nH]c2cc(OC)c(OC)cc2c1NC(=O)CN1CCN(c2ccc(OC)cc2)C(C)C1 (centres undefined),9%,9%,nt,nt,-12%,-5%,-3.7%,nt,-4%,1.9,72
CC1CCN(S(=O)(=O)c2ccc(C(=O)Nc3nnc(-c4ccncc4)o3)cc2)CC1,-11%,-3%,i,0.6,-9%,-2%,10%,12%,0%,3.8,74
O=C(NCc1cccs1)C1CCCN1C(=O)Nc1ccc(Cl)cc1 (centres undefined),5%,8%,nt,nt,-1%,-1%,1.1%,nt,-3%,-0.6,39
COc1ccc(NC(=O)CN2C(=O)C(C)Oc3ccc(C)cc32)cc1 (centres undefined),-1%,6%,i,0.6,-1%,-9%,-1.3%,9%,6%,-1.2,49
C#CCNC(=O)C1=C[C@@H](C2CC2)C[C@@H](OCCCCO)O1,1%,2%,i,0.7,-4%,-8%,1.4%,6%,0%,-0.1,36
Cc1cc2nnc(SC(C)C)n2c2ccccc12,-6%,26%,i,0.9,3%,-12%,3.2%,10%,3%,-0.5,38
Cc1cccc(OCC(=O)Nc2ccc(C(=O)O)cc2NC(=O)COc2cccc(C)c2)c1,-1%,12%,i,0.7,-5%,-8%,6.2%,12%,-2%,0.6,58
O=C(C1CCN(S(=O)(=O)c2cccc3cccnc23)CC1)N1CCN(C2CCCCC2)CC1,-6%,11%,i,1.9,4%,1%,-1.4%,nt,-5%,nt,nt
Fc1ccccc1NC(=S)NCCc1ccc(Cl)cc1,-15%,6%,i,0.6,-5%,-3%,-0.6%,5%,1%,-0.3,57
CCC(=O)Nc1cccc(NC(=S)NC(=O)c2ccc(Cl)cc2)c1,-10%,8%,i,1.3,0%,-1%,-1.1%,5%,12%,4.9,42
Cc1ccccc1OCC(O)CN1CCN(c2ccccn2)CC1 (centres undefined),4%,-6%,i,0.1,-2%,-11%,1.1%,10%,-1%,0.2,82
Cc1sc2nc(SCC(=O)c3cccs3)n(Cc3ccco3)c(=O)c2c1C,8%,15%,+,26*,-18%,-9%,5.7%,-4%,-3%,4.9,72
COC(=O)C(NC(=O)c1ccccc1)c1ccccc1 (centres undefined),-2%,4%,i,1.6,18%,-8%,-0.9%,5%,10%,21,94
CC1=CC2=NC(=O)CC(C)(C(=O)N(CC(=O)NC(C)(C)C)C3CCCC3)N2C=C1 (centres undefined),-1%,0%,i,4.7,-5%,-12%,0.8%,5%,0%,1.0,69
CCOC(=O)c1cc(CC)sc1NC(=O)CC1Sc2ccc(C(F)(F)F)cc2NC1=O (centres undefined),4%,-2%,i,0.6,-10%,-10%,-1.6%,3%,-2%,2.7,64
Cc1cc(Cl)ccc1C(=O)C1CCCN(C(=O)c2nonc2C)C1 (centres undefined),-12%,17%,i,2.3,-7%,-4%,2.2%,12%,2%,0.9,67
COc1ccc(Oc2cnc3ccccc3n2)cc1,-3%,12%,i,0.1,-2%,-3%,0.3%,12%,-6%,-0.9,85
CSc1nc(Oc2ccc3ccccc3c2)c2ccccc2n1,0%,-14%,i,1.0,7%,-6%,0.6%,9%,-5%,4.2,47
Cc1occc1C(=O)Nc1ccc(Br)cc1F,12%,2%,i,0.2,12%,-5%,-0.2%,5%,1%,2.1,49
Cc1ccc(NC(=O)/C=C/c2ccc(Cl)cc2)nc1,-10%,4%,i,0.3,1%,-4%,-0.3%,-4%,10%,0.6,35
COC(=O)Nc1cc(C(F)(F)F)ccc1N1CCN(c2ccccc2)CC1,12%,9%,i,13,-7%,2%,-2.7%,-1%,-3%,3.9,53

Complete entries as entered above.
Cc1occc1C(=O)Nc1ccc(Br)cc1F in the list: GPR35 arrestin U2OS = 12%; GPR55 LPI antagonism = 2%; Myeloid diff 2 = i; Myeloid diff 2 GFP+ MAC1+ % = 0.2; PhoP inhibition = 12%; LYP phosphatase = -5%; HIV fusion peptide = -0.2%; MgcRacGAP inhibition = 5%; SIAH1 antagonists = 1%; NTR1 ag = 2.1; NTR1 ag cell count 20 µM = 49
CCOC(=O)c1cc(CC)sc1NC(=O)CC1Sc2ccc(C(F)(F)F)cc2NC1=O (centres undefined) in the list: GPR35 arrestin U2OS = 4%; GPR55 LPI antagonism = -2%; Myeloid diff 2 = i; Myeloid diff 2 GFP+ MAC1+ % = 0.6; PhoP inhibition = -10%; LYP phosphatase = -10%; HIV fusion peptide = -1.6%; MgcRacGAP inhibition = 3%; SIAH1 antagonists = -2%; NTR1 ag = 2.7; NTR1 ag cell count 20 µM = 64

Going on with the list.
Structure,GPR35 arrestin U2OS,GPR55 LPI antagonism,Myeloid diff 2,Myeloid diff 2 GFP+ MAC1+ %,PhoP inhibition,LYP phosphatase,HIV fusion peptide,MgcRacGAP inhibition,SIAH1 antagonists,NTR1 ag,NTR1 ag cell count 20 µM
CC(C)(C)[C@H]1C=C(C(=O)N2CCOCC2)O[C@@H](OCCCCO)C1,-8%,-7%,i,1.3,-8%,-6%,0.5%,4%,13%,-1.1,90
CCN(CC)S(=O)(=O)c1ccc(N2CCOCC2)c(NC(=O)c2ccc(OC)c([N+](=O)[O-])c2)c1,-9%,-4%,i,0.4,nt,-1%,-2.4%,12%,5%,0.5,72
Cc1ccc(C(=O)N/N=C\c2ccc(-c3ccc([N+](=O)[O-])cc3)o2)cn1,13%,8%,i,0.8,-16%,2%,-0.1%,-2%,-5%,0.2,48
COc1ccccc1CNC(=O)c1cc(-c2ccccc2)n(Cc2cc(C)no2)n1,nt,nt,i,1.5,6%,nt,nt,2%,nt,-0.3,86
CCOC(=O)N1CCN(S(=O)(=O)c2cc(Cl)ccc2Cl)CC1,-6%,-6%,i,0.9,-4%,2%,1.4%,7%,4%,3.5,45
CCCN1C(=O)C2(C(C(=O)c3ccc(C)o3)=C(O)C(=O)N2CCCN2CCOCC2)c2ccccc21 (centres undefined),8%,15%,i,16,-12%,-4%,-0.2%,1%,4%,0.0,51
CC(NC(=O)Cc1ccc(Br)cc1)c1ccccc1 (centres undefined),0%,-2%,i,0.6,-2%,-10%,-1.0%,7%,11%,-0.9,70
CCOC(=O)C1CCCN(C(c2ccccn2)c2c(C)[nH]c3ccccc23)C1 (centres undefined),11%,-4%,i,0.1,1%,-6%,0.2%,12%,-7%,2.2,81
COc1ccc(S(=O)(=O)NC2(C(F)(F)F)N=C3SCCN3C2=O)cc1 (centres undefined),26%,-4%,i,0.9,-13%,-3%,2.3%,-4%,1%,1.1,56
CC(=O)Nc1ccc(S(=O)(=O)Nc2ccc(C(=O)NCC(=O)O)cc2)cc1,1%,6%,i,0.3,-3%,2%,2.0%,11%,0%,-0.3,62
